CHRM4 PAM: CHRM4 positive allosteric modulation. P08173. CHO-K1 hM4/Gqi5, Fluo-8 calcium fluorescence, ACh EC20; 0% = ACh EC20, 100% = maximal ACh. AID 624126. actives 0.4% (n = 360,000). activation, % at 3 µM;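 active = activation above its plate's cutoff, the mean activation of sample wells plus 3 SD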; note: some results filed as inactive read as strong as hits
M5 ag: agonists of human muscarinic M5 receptor (CHRM5). P08912. CHO-K1 hM5 cells, Fluo-8 calcium fluorescence; 0% DMSO wells, 100% maximal acetylcholine response. activation, % at 3 µM. actives 0.19% (n = 360,000);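 active = activation above the run's mean over test compounds plus 3 SD, cut at about 23% in these data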;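 note: signal is peak over basal fluorescence ratio across the kinetic read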
CHRM4 antagonist: CHRM4 antagonism in calcium assay; CHO-hM4 cells, ACh EC80, Fluo-8 calcium fluorescence; AID 624125; P08173; inhibition, % at 3 µM; actives 0.73% (n = 360,000);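 active = inhibition above its plate's cutoff, the mean inhibition of sample wells plus 3 SD, cut at about 27% in these data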;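 note: 0% = acetylcholine EC80 with DMSO and 100% = DMSO without agonist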
CRFBP-R2 block: blocks CRF-induced signaling of the CRF-BP/CRF-R2 complex. actives 0.59% (n = 350,000). inhibition, % at 11.8 µM. HEK293 CRF-R2/CRF-BP, CRF-induced calcium fluorescence. AID 588475;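 active = inhibition of the ligand-induced calcium signal above about 50% at the single tested concentration, limit read from the data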
CRFBP-R2 agonist: agonists of human CRF-binding protein/CRF-R2 receptor complex. HEK293 CRF-R2/CRF-BP, calcium dye fluorescence (FLIPR); percent of saturating CRF peptide response. activation, % at 13.2 µM. actives 0.46% (n = 350,000). AID 588473;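 active = activation of at least 50%, plus an integration ratio under a set limit after plate pattern correction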;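 note: plate controls were neutral control wells without compound for no effect and CRF at EC100 for full effect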
IDE cell inh: inhibitors of human insulin-degrading enzyme in cells; P14735; HEK cells, FAbetaB cleavage, fluorescence polarization; inhibition, % at 5.59 µM; actives 0.41% (n = 320,000); AID 434962;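 active = percent inhibition above the average of all tested compounds plus 3 SD, set per screening campaign, cut at about 16% in these data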;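 note: IDE supplied by intact live HEK cells; FP after avidin binding of uncleaved biotin substrate so inhibition keeps polarization high; 0% = DMSO wells and 100% = 60 µM reference IDE inhibitor Ii1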
Target sequence (P14735 whole entry, looked up): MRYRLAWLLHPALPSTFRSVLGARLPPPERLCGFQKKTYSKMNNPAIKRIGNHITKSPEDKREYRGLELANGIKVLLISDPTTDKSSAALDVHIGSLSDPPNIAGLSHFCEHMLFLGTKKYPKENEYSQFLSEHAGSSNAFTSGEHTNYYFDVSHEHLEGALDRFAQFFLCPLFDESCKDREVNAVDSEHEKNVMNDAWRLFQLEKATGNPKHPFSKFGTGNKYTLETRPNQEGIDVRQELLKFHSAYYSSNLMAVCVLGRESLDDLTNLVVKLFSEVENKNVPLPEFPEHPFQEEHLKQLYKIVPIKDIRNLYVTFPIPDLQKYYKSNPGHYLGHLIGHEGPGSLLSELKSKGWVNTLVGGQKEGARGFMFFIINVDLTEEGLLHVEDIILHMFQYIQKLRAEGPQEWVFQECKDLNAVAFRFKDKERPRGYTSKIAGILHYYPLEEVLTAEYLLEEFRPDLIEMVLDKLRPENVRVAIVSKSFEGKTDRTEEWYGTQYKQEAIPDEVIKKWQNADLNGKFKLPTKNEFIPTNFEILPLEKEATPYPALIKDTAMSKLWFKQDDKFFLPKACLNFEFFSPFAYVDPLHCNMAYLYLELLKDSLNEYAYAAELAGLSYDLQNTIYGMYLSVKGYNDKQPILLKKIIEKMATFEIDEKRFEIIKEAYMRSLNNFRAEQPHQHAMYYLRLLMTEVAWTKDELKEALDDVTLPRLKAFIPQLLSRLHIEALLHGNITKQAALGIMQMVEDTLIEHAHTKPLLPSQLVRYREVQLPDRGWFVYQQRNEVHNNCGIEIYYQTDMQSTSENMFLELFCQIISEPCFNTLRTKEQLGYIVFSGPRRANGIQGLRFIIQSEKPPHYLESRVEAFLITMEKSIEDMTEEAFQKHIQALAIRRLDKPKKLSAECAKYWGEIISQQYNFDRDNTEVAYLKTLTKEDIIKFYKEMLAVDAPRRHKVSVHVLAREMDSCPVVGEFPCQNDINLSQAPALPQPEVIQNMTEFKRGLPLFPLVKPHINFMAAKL
CHRM4 agonist: CHRM4 agonism in calcium assay | P08173 | CHO-K1 hM4/Gqi5, Fluo-8 calcium fluorescence; vehicle 0%, full acetylcholine response 100% | activation, % at 3 µM | actives 0.14% (n = 360,000) | AID 624127;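 active = activation above the run mean over all test wells plus 3 SD, cut at about 32% in these data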;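 note: peak over basal fluorescence ratio per well then scaled between controls; 0% = DMSO wells and 100% = acetylcholine at EC100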
M5 antag: antagonists of human muscarinic M5 receptor (CHRM5). CHO-hM5 cells, Fluo-8 calcium fluorescence, ACh EC80. actives 0.59% (n = 360,000). inhibition, % at 3 µM. P08912;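 active = inhibition above a per-plate cutoff, the mean of that plate's test compounds plus 3 SD, cut at about 27% in these data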;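 note: 0% = acetylcholine EC80 with DMSO and 100% = DMSO without agonist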
CHRM5 PAM: potentiates acetylcholine response at human M5 receptor | actives 0.3% (n = 360,000) | activation, % at 3 µM | AID 624038 | CHO-K1 hM5, Fluo-8 calcium, ACh EC20 PAM; 0% = ACh EC20, 100% = ACh EC100;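 active = activation above the run cutoff, the mean activation of all test compounds plus 3 SD, cut at about 18% in these data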
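system = human M5 receptor in CHO-K1 cells | compound = one concentration, 3 µM final (nominal) | schedule = Post-acetylcholine fluorescence recording 140 s | signal = Fluo-8 calcium dye fluorescence, kinetic read | benchmarks = low control EC20 acetylcholine (0%), high control EC100 acetylcholine (100%) | repeats = singlicate, one well per test compound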
An asterisk follows results filed as active; / = no result given.

SMILES | CHRM4 PAM | M5 ag | CHRM4 antagonist | CRFBP-R2 block | CRFBP-R2 agonist | IDE cell inh | CHRM4 agonist | M5 antag | CHRM5 PAM
COCCCNC(=O)Nc1ccc2c(c1)N(C)C(=O)CS2 | 1 | -8 | 6 | -7 | -0.3 | 1 | 1 | 5 | 0
CC1CCc2nc3ccccc3c(C(=O)OCC(=O)N(C)C3CCS(=O)(=O)C3)c2C1 (configuration not stated) | 2 | 1 | -2 | 1 | -2.9 | 4 | 1 | 5 | 1
COC(=O)CN1C(=O)N/C(=C/c2ccccc2OC)C1=O | -3 | -2 | -1 | 6 | -1.5 | 4 | 2 | 17 | 4
CCOC(=O)/C(C#N)=C/c1c[nH]c2ccccc12 | -2 | -3 | 0 | 9 | -1.6 | -1 | 2 | -1 | 11
CC(C)C[C@H]1CN(CCCC[C@H]2CNC(=O)C(=O)N2CC2CCCCC2)C(=O)C(=O)N1CCC1CCCCC1 | 3 | 1 | 0 | / | / | / | 0 | 0 | -3
CCCCN=C1CC(C)(C)CC(=O)/C1=C(/O)CCC | 21 | -6 | -12 | -5 | 0.6 | 0 | 0 | 0 | 2
COc1ccc(NC(=O)CS(=O)c2ccc(Cl)c(Cl)c2)cc1 (configuration not stated) | -17 | -2 | 15 | -2 | -0.9 | 0 | 12 | 0 | -9
CC(=O)Nc1ccc(CN2CCCCCC2)cc1 | 1 | -2 | -17 | 12 | -0.9 | 3 | 0 | -10 | 0
COc1cccc(NC(=O)CC2(CC(=O)O)CCCC2)c1 | 8 | 0 | 3 | -6 | 0.8 | -1 | 0 | -3 | -2
Cc1ccccc1C(=O)NC1CCN(CC(=O)NCc2cccs2)CC1 | 5 | -1 | 4 | -4 | -0.6 | 2 | 2 | 2 | -1
O=C(NCC(c1ccco1)N1CCc2ccccc21)c1ccccc1Br (configuration not stated) | 3 | -8 | 2 | 25 | -2.4 | 1 | -1 | 0 | 2
O=C(Nc1cnn(Cc2ccc(F)cc2)c1)c1cnccn1 | 5 | 1 | -1 | 13 | -0.4 | -5 | 1 | -1 | 4
Oc1ccc(/C=N\Nc2cc(N3CCOCC3)nc(N3CCOCC3)n2)c(O)c1 | -6 | 2 | -21 | -4 | 5.8 | 7 | 10 | -8 | -4
CCCCc1nc2cc(C(=O)N3CCC(O)CC3)ccc2o1 | -4 | -1 | -5 | -13 | 0.9 | / | 2 | 2 | 2
N#Cc1nc(-c2ccc([N+](=O)[O-])cc2)oc1N1CCCCC1 | -1 | -2 | 1 | -2 | -0.1 | 1 | 1 | 5 | -8
CC(NO)/C(=N\O)c1cccs1 (configuration not stated) | 5 | 0 | -9 | -1 | -0.1 | 7 | 2 | -6 | 1
NC(=O)N(CCC(=O)O)c1ccccc1 | -3 | -1 | 9 | 21 | -1.2 | -1 | 0 | -8 | -1
Cc1ccccc1-n1c(Cn2c(=O)sc3ccccc32)nnc1SC(C)C | 2 | 1 | -3 | -32 | 29 | 5 | 0 | -2 | 3
Cc1cc(C)n(C/C=C/Cn2nc(C)cc2C)n1 | -1 | -3 | 1 | 4 | 1.3 | -4 | 0 | 1 | 4
COc1ccc(CN2CCN(C(=O)c3cccc(OC)c3OC)CC2)cc1OC | -2 | -5 | 12 | -21 | 1.9 | 3 | 1 | 20 | 1
Cc1c(Cc2ccccc2)c(=O)oc2cc(OCC(=O)N3CCC(C(N)=O)CC3)ccc12 | 2 | 1 | -9 | -17 | 2.0 | -5 | 1 | 3 | 1
O=C(NCc1cccc(Cl)c1)c1ccc(-c2ccc(F)c(F)c2)c2ccoc12 | -2 | 0 | -1 | / | / | / | 2 | 1 | -2
CCOc1ccccc1NC(=S)NCc1ccccc1 | 1 | -10 | -16 | -9 | -0.8 | -2 | 0 | -12 | -2
CCOC(=O)c1[nH]c2ccc(Cl)cc2c1-c1ccccc1 | -7 | -1 | 7 | -20 | -0.5 | -5 | -1 | 1 | -4
O=C1NC[C@@H](CCCCN2CCN(CCC3CCCCC3)C(=O)C2=O)N(CC2CCCCC2)C1=O | 8 | -1 | -4 | / | / | / | 0 | 5 | -4

Shown with each value named: 2 of the compounds above.
CCCCN=C1CC(C)(C)CC(=O)/C1=C(/O)CCC
  CHRM4 PAM: 21; M5 ag: -6; CHRM4 antagonist: -12; CRFBP-R2 block: -5; CRFBP-R2 agonist: 0.6; IDE cell inh: 0; CHRM4 agonist: 0; M5 antag: 0; CHRM5 PAM: 2
COc1ccc(NC(=O)CS(=O)c2ccc(Cl)c(Cl)c2)cc1 (configuration not stated)
  CHRM4 PAM: -17; M5 ag: -2; CHRM4 antagonist: 15; CRFBP-R2 block: -2; CRFBP-R2 agonist: -0.9; IDE cell inh: 0; CHRM4 agonist: 12; M5 antag: 0; CHRM5 PAM: -9

Next section.
SMILES | CHRM4 PAM | M5 ag | CHRM4 antagonist | CRFBP-R2 block | CRFBP-R2 agonist | IDE cell inh | CHRM4 agonist | M5 antag | CHRM5 PAM
C=CCOc1cccc(C2C(C(=O)c3ccco3)=C(O)C(=O)N2CCN(CC)CC)c1 (configuration not stated) | -4 | -6 | -1 | -29 | -1.9 | 4 | 0 | 7 | -6
CC(C)CCNC(=O)c1ccc2c(c1)ncn2C1CCCC1 | 1 | 3 | 2 | 4 | -0.2 | -4 | 2 | 6 | 1
CC(=O)NCCNc1nc2cc(-c3cscc3C)sc2c(=O)n1C | 1 | 1 | -3 | / | / | / | 2 | -4 | 3
COC(=O)C(C)C1Sc2ccccc2NC1=O (configuration not stated) | -3 | -6 | -11 | -6 | -1.1 | 6 | 1 | -4 | -4
CC(=O)N(CC(=O)O)c1ccccc1 | 1 | 0 | 1 | 17 | 0.9 | -5 | 0 | -3 | 4
O=C1C2CCCN2C(c2ccccc2)N1c1cccc(Cl)c1 (configuration not stated) | 4 | 1 | -6 | 1 | 0.6 | 5 | 0 | 10 | -3
Nc1nnc(SCC(=O)OCC(=O)Nc2ccc(Br)cc2)s1 | 1 | 3 | 1 | -10 | -1.2 | 5 | 3 | 3 | -8
CS(=O)(=O)N1CCCC(C(=O)c2cccc(Cl)c2)C1 (configuration not stated) | -14 | -1 | 4 | 3 | -2.2 | 5 | 0 | 3 | -1
O=C(N/N=C\c1cccnc1)c1cc(-c2ccccc2)nc2c(Cl)cccc12 | -5 | 2 | 2 | -11 | -0.3 | 5 | 7 | 5 | -3
CCOC(=O)c1csc(NC(=O)CSc2nnnn2-c2ccc(OC)c(OC)c2)n1 | 0 | -5 | 1 | -14 | 4.0 | 2 | 1 | 6 | -10
COc1cccc(CNC(=O)COC(=O)c2cccc(S(=O)(=O)N3CCCC3)c2)c1 | -3 | 1 | 11 | 13 | 0.5 | / | 6 | 2 | 0
O=C(N/N=C/C(Br)=C/c1ccccc1)c1n[nH]c2c1CCC2 | -2 | 4 | -8 | 4 | -0.2 | -1 | -3 | -7 | 6
O=C(O/N=C1/CCSc2ccccc21)c1ccccc1 | -1 | -4 | -11 | -4 | -0.8 | 6 | 0 | 3 | -12
NC(=O)NOCc1c(Cl)cccc1Cl | 3 | -3 | 4 | -14 | 1.1 | 7 | 2 | 8 | -1
COC(=O)c1ccc(C23CC4(C2)[C@H](CN(Cc2cccnc2)[C@@H]4c2ccccc2)C3c2ccc(Cl)nc2)cc1 (some centres not stated) | -10 | -9 | 10 | -5 | -0.1 | 1 | 2 | 7 | -14
COc1ccc(-c2cc(C)no2)cc1S(=O)(=O)NCC1CCN(Cc2cc(C)ccc2C)CC1 | -11 | -8 | 1 | 2 | -0.3 | -1 | 2 | 2 | -5
Cc1ccc(C(OCCN(C)C)c2cccc(C(F)(F)F)c2)cc1 (configuration not stated) | -10 | -8 | 12 | -146 | 4.1 | 1 | 6 | 11 | -19
COC(=O)c1sccc1NC(=O)Nc1ccccc1OC | -6 | -5 | -1 | 12 | -1.4 | 0 | 2 | -2 | -2
Nc1nc(N2CCN(c3ccc(Cl)cc3)CC2)n[nH]1 | 7 | 0 | -3 | 6 | -3.1 | 1 | 1 | 2 | 0
O=C1c2ccccc2CCC12OC2c1ccncc1 (configuration not stated) | 10 | 1 | -9 | -9 | 6.6 | / | 2 | 4 | -4
O=C(c1cc(C2CCCCN2C(=O)OCCF)on1)N1CCOCC1 (configuration not stated) | 1 | -2 | -2 | / | / | / | 0 | 3 | 0
Clc1ccc(-c2ccc(CN3CCCCC3)o2)cc1 | -10 | -9 | 8 | -11 | 2.1 | 9 | 1 | 9 | -6
CCCCNC(=O)Cc1cc(=O)[nH]c(=O)[nH]1 | 11 | 0 | -23 | 6 | -1.0 | 4 | 0 | -1 | -4
Cc1ccc(-c2c[n+](Cc3ccc(Cl)c(Cl)c3)c3n2CCC3)cc1 | -8 | -8 | 9 | 5 | -1.4 | -1 | 0 | 1 | -7
O=C(OCc1nnc(-c2ccccc2)o1)c1ccc2c(c1)OCO2 | 0 | -7 | -2 | -5 | 0.7 | 15 | 1 | -3 | -5

Later entries.
SMILES | CHRM4 PAM | M5 ag | CHRM4 antagonist | CRFBP-R2 block | CRFBP-R2 agonist | IDE cell inh | CHRM4 agonist | M5 antag | CHRM5 PAM
CCOC(=O)c1ccc(NC(=O)CC2SCCNC2=O)cc1 (configuration not stated) | 4 | -2 | -15 | -6 | -0.8 | -1 | 3 | 1 | 3
O=S(=O)(NCC1CCCO1)c1ccc(Br)cc1 (configuration not stated) | 0 | 0 | 3 | 2 | -1.0 | -3 | 1 | 0 | 1
CC(C)(C)c1ccc(-c2noc(CNC(=O)c3ccco3)n2)cc1 | -7 | 1 | -2 | -10 | 0.2 | 1 | 6 | -5 | 0
Cn1c(N/N=C2\CCCc3ccccc32)nc2c1c(=O)n(Cc1ccc(F)cc1)c(=O)n2C | 13 | -1 | 1 | -13 | 2.3 | / | 1 | 2 | -2
Cc1cccc(NS(=O)(=O)c2ccc(C(=O)NCC(c3ccco3)N(C)C)cc2)c1C (configuration not stated) | -2 | 0 | -2 | -9 | 3.4 | -2 | 12 | 0 | 6
Cc1ccc(NC(=S)NNC(=O)c2ccc(N3CCOCC3)c([N+](=O)[O-])c2)cc1Cl | -4 | 0 | 8 | -22 | -0.6 | -1 | 2 | -1 | -5
COC(=O)C1CCN(C(=O)Cc2ccc(Br)cc2)CC1 | -4 | -2 | -7 | 25 | 0.5 | -2 | 1 | -3 | 2
CCOc1ccccc1N1CC(C(=O)Nc2ccccc2N2CCCC2)CC1=O (configuration not stated) | 0 | 1 | -8 | -7 | 0.1 | 5 | 4 | 7 | -4
COc1cc(C2C(C(C)=O)=C(O)C(=O)N2CCN(C)C)ccc1O (configuration not stated) | -5 | -3 | 12 | 24 | 0.5 | -2 | 0 | 16 | -8
O=c1[nH]c(SCc2nc3c(cnn3-c3ccccc3)c(=O)[nH]2)nc2ccccc12 | 6 | 1 | -1 | -11 | -2.0 | / | 1 | -11 | 4
O=C(OCCOCCN=C1NS(=O)(=O)c2ccccc21)c1ccncc1 | 16 | -4 | -11 | -18 | -4.8 | 1 | 1 | 1 | 2
CC(=O)N1CCc2ccc([N+](=O)[O-])cc21 | 7 | -3 | -3 | -5 | -1.7 | / | 1 | 22 | -4
O=C(Nc1ccccc1)c1ccc(N2CCN(c3ccccc3)CC2)c(S(=O)(=O)N2CCOCC2)c1 | 13 | -2 | 3 | -10 | 0.3 | 12 | 0 | 2 | 0
O=C(NC1CCCCC1)c1cc(F)cc2c1OCOC2 | 1 | -3 | 0 | -3 | -1.6 | 3 | 0 | 2 | 1

Assay outcomes from PubChem BioAssay.
